Assay outcomes deposited in PubChem by University of Kansas High Throughput Screening Laboratory.
Pf apPOL block = Pf-apPOL inhibitors, biochemical, fluorescence | Plasmodium falciparum apicoplast DNA polymerase (apPOL) | Recombinant Pf-apPOL, molecular beacon fluorescence, 1.5 h | inhibition, % at 10 µM | 210,000 tested, 0.25% active
mHTT CaM bind = mutant huntingtin-calmodulin interaction inhibitors – biochemical, AlphaScreen, primary screen; 190,000 tested, 3.6% active; AlphaScreen His-mHTT/GST-CaM binding, luminescence; inhibition, % at 15 µM; P42858; AID 1671202, 2021;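 also: 0% = both proteins with DMSO and 100% = one protein alone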
Starred values were filed as active, the others as inactive; nt = not tested or not shown; & = joins results of further samples. Rule as the data show it: active = inhibition above about 50%; inactive = the rest.

Results follow in this order: Pf apPOL block	mHTT CaM bind
O=C(/C=C1\Sc2ccccc2N(Cc2ccc(F)cc2)C1=O)NCc1ccc2c(c1)OCO2
→ 8	0
COc1cc(NC(=O)c2cc3c(CO)cnc(C)c3oc2=O)cc(OC)c1OC
→ -1	-4
COc1ccc(OC)c(S(=O)(=O)N2CCc3ccccc32)c1
→ -9	-18
CCc1nc2c(NC(=O)c3ccc(OC)cc3)cccn2n1
→ 2	-5
NS(=O)(=O)c1ccc(CCNC(=O)C2CN(c3nc4c(F)cccc4s3)C2)cc1
→ -6	-9
COc1ccccc1CN1CCc2nc(N3CCN(c4ccccc4)CC3)ncc2C1
→ 2	24
CNC(=O)C(=O)Nc1ccc(Cl)c(C(F)(F)F)c1
→ -7	-4
N#CCc1nc(-c2cc3cc(Br)ccc3oc2=O)cs1
→ -4	28
O=C(CSc1n[nH]c(=O)c2cc(-c3cccs3)nn12)N1CCCc2ccccc21
→ 3	4
COc1ccccc1CNc1cccc(F)c1
→ -1	-21
NC(=O)CSc1nc2c(c(=O)n1-c1ccc(Cl)cc1)SCC2
→ 1	-1
O=c1oc2cc(O)ccc2c(O)c1-c1ccc(Cl)cc1
→ -1	-6
O=C(Cc1c[nH]c2ncccc12)NCc1cccc(Br)c1
→ -6	-7
COc1cc(Cc2ccc(N)c(OC)c2)ccc1N
→ -5	15
Cc1cccc(Nc2nc(C)nc3c2CCC3)c1
→ -14	2

More records:
Results follow in this order: Pf apPOL block	mHTT CaM bind
Cc1ccc(NC(=O)c2ccc(Br)o2)c([N+](=O)[O-])c1
→ -6	-6
COc1cccc(CNC(=O)C2CCCN(c3nnc4ccc(C(F)(F)F)cn34)C2)c1 (stereo not drawn)
→ -4	10
Cc1ccc(C(=O)N2CCN(c3cc(Oc4ccc(F)c(F)c4)ncn3)CC2)cc1
→ -4	2
COc1ccc(NC(=O)C23CC4CC(C2)CC(C(=O)Nc2ccc(OC)c(OC)c2)(C4)C3)cc1OC
→ -5	-4
CC(C)NC(=O)c1c(C(C)C)nn(-c2ccccc2Cl)c1C(C)C
→ -1	-4
COCCc1noc(COC2CCCN(C(=O)c3ccncc3)C2)n1 (stereo not drawn)
→ -2	-9
O=C1NC(=S)S/C1=C/c1ccc(-c2ccc3c(c2)C(=O)NC3=O)o1
→ nt	38
COc1ccc([N+](=O)[O-])cc1NC(=O)CCN1CCN(C)CC1
→ -9	-1
O=c1c2c3c(sc2n(Cc2cc(=O)n4ccccc4n2)c(=O)n1Cc1ccccc1)CCCC3
→ -4	8
COc1ccc(/C=C2\SC(=N)N(c3ccc4c(c3)OCO4)C2=O)cc1OC
→ 1	3
COC(=O)c1ccc(COc2ccc(NC(C)=O)cc2)o1
→ 1	nt
CCn1nnc2c(N3CCN(c4ccc([N+](=O)[O-])cc4)CC3)ncnc21
→ -2	-6
O=C(NCc1cc(F)ccc1F)C1CCN(c2nnc(-c3ccccc3)o2)CC1
→ -7	13
CCS(=O)(=O)NCCC1CCN(C(=O)c2ccccc2)CC1
→ 2	28
COc1cccc(C=Nc2sc3c(c2C#N)CCC3)c1OC
→ -3	6

Carrying on.
Results follow in this order: Pf apPOL block	mHTT CaM bind
COc1ccc(C(=O)Oc2ccc3c(=O)c(Oc4cccc(OC)c4)coc3c2)cc1
→ -6	2
CCOc1ccc2nc(SC3CC(=O)N(c4cccc(Cl)c4C)C3=O)sc2c1 (stereo not drawn)
→ -1	8
O=[N+]([O-])C(/C=C(\Cl)[N+](=O)[O-])=C(Nc1ccccc1)Nc1ccccc1
→ -2	63*
O=C1OC(c2ccc(Cl)cc2Cl)=N/C1=C\c1cccc([N+](=O)[O-])c1
→ -4	-2
CN(C)c1ccc(C=NNC(=O)NN=Cc2ccc(N(C)C)cc2Cl)c(Cl)c1
→ -1	nt
CCCCOc1ccc(-c2nc(C=Nc3ccc(C(C)=O)cc3)c(O)o2)cc1
→ 2	9
CN(C)c1cccc(C(=O)N2CCC(n3cnc4ccccc43)CC2)c1
→ -3	37
O=C(O)CCc1nn2c(nc3ccccc32)[nH]c1=O
→ 7	-2
COc1ccc(NS(=O)(=O)c2cn(C)cn2)cc1
→ 6	nt
CCCc1[nH]n(-c2ccc(F)cc2)c(=O)c1C=NC1CCCCC1
→ 4	2
CCc1onc(C)c1C1CCCN1C(=O)NC1CCCCC1 (stereo not drawn)
→ -5	-6
Cn1c(=O)c2c(nc(N3CCCC3)n2CCSc2nc3ccccc3o2)n(C)c1=O
→ 9	3
N=C(N1CCN(C(=N)C(Cl)(Cl)Cl)CC1)C(Cl)(Cl)Cl
→ 16	-1
O=C(CSc1cn(Cc2ccc(Cl)cc2)c2ccccc12)N1CCOCC1
→ -3	72*
Cc1cc(O)c(NC(=O)c2ccccc2Cl)cc1C
→ 6	5

Grouped by structure: the entries above with a cyano group (2)
Results follow in this order: Pf apPOL block	mHTT CaM bind
N#CCc1nc(-c2cc3cc(Br)ccc3oc2=O)cs1
→ -4	28
COc1cccc(C=Nc2sc3c(c2C#N)CCC3)c1OC
→ -3	6

(list continues)
Results follow in this order: Pf apPOL block	mHTT CaM bind
c1ccc2c(c1)c1ccccc1c1nc3nonc3nc21
→ -2	-4
Cc1ccc(CNC(=O)C2CCc3sc(C(=O)N4CCOCC4)cc3C2)o1 (stereo not drawn)
→ -6	18
Cc1ncnc2c1CC(=O)N2CCCc1ccccc1
→ 9	9
CCOC(=O)N1CCN(C(=O)CN(c2ccccc2F)S(C)(=O)=O)CC1
→ -4	0
Cc1oc2c(CN3CCCC3)c(O)ccc2c(=O)c1-c1ccccc1
→ 2	-2
COc1ccc(OC)c(/C=C2\SC(=N)NC2=O)c1
→ 1	14
O=C(CCc1csc(NC(=O)c2ccc(F)cc2)n1)Nc1nc(-c2ccco2)cs1
→ 10	58*
Cc1ccc(CN2CCCN(C)CC2)c(C)c1
→ -9	-92
Cc1ccc(S(=O)(=O)N2CCC(c3nc4ccncc4n3C(C)C)C2)cc1 (stereo not drawn)
→ 9	1
Cc1nnc(SCC(=O)Nc2ccc(Cl)cc2Cl)c2ccccc12
→ -1	-3
c1ccc(N=c2scc(-c3ccccc3)n2CCN2CCOCC2)cc1
→ 2	26
COc1ccc(CNC(=O)c2cc3c(s2)CCN(C(=O)c2ccccc2)C3)cc1
→ -2	9
CC(=O)c1cccc(NC(=O)c2cnccn2)c1
→ -1	1
COc1cccc(-c2nc(C3CCN(S(=O)(=O)c4c(C)cc(C)cc4C)CC3)no2)c1
→ -4	-5
CC12CC3CC(C1)CC(CC(=O)NNC(N)=O)(C3)C2
→ -2	-2

One compound at a time (already shown).
Results for `COc1ccc(OC)c(/C=C2\SC(=N)NC2=O)c1` : Pf apPOL block = 1; mHTT CaM bind = 14
Results for `Cc1nnc(SCC(=O)Nc2ccc(Cl)cc2Cl)c2ccccc12` : Pf apPOL block = -1; mHTT CaM bind = -3

The list continues:
Results follow in this order: Pf apPOL block	mHTT CaM bind
C=CCNC(=O)c1ccc(C(=O)c2cc(OC)ccc2OC)cc1
→ 1	-1
COc1ccc(C(O)CN2CCN(c3cccc(Cl)c3)CC2)cc1OC (stereo not drawn)
→ 7	5
O=C(NC1CCCCC1NC(=O)c1ccco1)c1ccco1 (stereo not drawn)
→ nt	-5
CC1CCc2cc(F)ccc2N1C(=O)CCCN1C(=O)c2cccnc2C1=O (stereo not drawn)
→ -32	6
COc1ccc(CC(=O)N(Cc2cccs2)Cc2cccn2C)cc1OC
→ -9	12
O=C(Nc1nccs1)C1(S(=O)(=O)c2ccc(Cl)cc2)CC1
→ -4	0
O=C(Nc1ccc(Cl)cc1)c1ccc2nonc2c1
→ 5	nt
O=c1c2c(nc3cc(-c4ccccc4)[nH]n13)CN(S(=O)(=O)Cc1cccc(F)c1)CC2
→ -1	17
Cc1noc(C)c1S(=O)(=O)Nc1ccc(-c2cn3c(n2)SCC3)cc1
→ 5	nt
CC(C)(C)c1csc(-c2ccc(C=C(C#N)S(=O)(=O)c3cccc(Cl)c3)cc2)n1
→ -12	nt
CC(=O)c1cc2c(N)c(C(=O)c3ccc(Cl)cc3)sc2nc1C
→ 4	10
CC(=O)N(C)C1=C(N2CCCC2)C(=O)c2ccccc2C1=O
→ -3	15
O=C(Nc1ccc(F)cc1)c1cccc(S(=O)(=O)Nc2cccc([N+](=O)[O-])c2)c1
→ 1	5
CN(C)C(=O)c1ccc(-c2cc(C(F)(F)F)n(C)n2)s1
→ -4	nt
Cc1ccc(CNC(=O)C2CCCN(c3cc(=O)n(C)c(=O)n3C)C2)o1 (stereo not drawn)
→ 5	-9

The results go on:
Results follow in this order: Pf apPOL block	mHTT CaM bind
CCCNC(=O)C1CN(C(=O)C(C)C)CC1c1cccc(F)c1 (stereo not drawn)
→ -4	2
Cc1cc(C)nc(NC(=O)C(=O)NC(=O)c2c(F)cccc2Cl)n1
→ -13	nt
CC(=O)c1nnn(-c2cc(Cl)cc(Cl)c2)c1C
→ -8&-9	nt
COCCN1C(=O)c2ccccc2C(C(=O)Nc2ccc3c(c2)OCO3)C1c1ccc(F)cc1 (stereo not drawn)
→ -2	12
Cc1cccc(CN2CCCn3nc(C(=O)NCCCOC(C)C)cc3C2=O)c1
→ -1	3
CCOc1ccc(C(=O)N2CCN(c3ccc([N+](=O)[O-])cc3Cl)CC2)cc1Br
→ -3	18
CN(CCO)S(=O)(=O)c1ccc2c(c1)Cc1cc(S(=O)(=O)N(C)CCO)ccc1-2
→ 8	-1
O=C(NCc1ccco1)C1CCCN(c2nccnc2Sc2ccccc2)C1 (stereo not drawn)
→ 0	5
CCCCOc1ccc(S(=O)(=O)NCc2ccco2)cc1
→ -6	-12
O=c1[nH]c(=O)c2nc3cc([N+](=O)[O-])ccc3nc2[nH]1
→ -4	0
COCCC(=O)N1CCC(n2c(-c3ccco3)nc3cccnc32)C1 (stereo not drawn)
→ -3	3
CCN1C(=C(C=O)C=O)Sc2ccccc21
→ -1	0
CC(C)(C)CC(=O)N1CCC(c2cnn(-c3ccc(F)cc3)c2)CC1
→ -4	-7
COc1ccc(C(=O)Nc2ccccc2C(=O)NCCN2CCOCC2)cc1OC
→ 2	-2
COc1ccc(CN(C)C2CCN(C)CC2)c(OC)c1
→ -2	-2

Next part.
Results follow in this order: Pf apPOL block	mHTT CaM bind
COCCNS(=O)(=O)c1ccc(F)c(Cl)c1
→ 6	-1
CC(C)C(=O)N1CCc2cc(C(=O)N3CCCC3)ccc21
→ -6	10
Cc1noc(NS(=O)(=O)c2ccc(NC(=O)C3CC3c3ccccc3)cc2)c1C (stereo not drawn)
→ 1	4
CCCNc1cc(N2CCC(CCC(=O)Nc3cc(C)ccc3C)CC2)ncn1
→ -5	-9
COc1ccc(Br)cc1Cc1nc(C)cc(Cl)n1
→ 0	-10
Cc1nn(CCl)c(C)c1[N+](=O)[O-]
→ nt	-6
COc1ccc(OC)c(NC(=O)Cc2cn(C)c3ccccc23)c1
→ -2	35
CC1(c2ccccc2)CC(C)(C)N(C(=O)c2ccco2)c2ccccc21 (stereo not drawn)
→ -13	-6
COc1ccc(C2(CCNC(=O)c3cc(OC)c(OC)c(OC)c3)CCCC2)cc1OC
→ -4	23
CC(C)C(=O)NC1CCN(C(=O)c2ccccc2)C1 (stereo not drawn)
→ -5	-5
COc1cccc(NC(=O)c2c(I)cnn2C)c1
→ -11	-2
O=C(NCCCO)Nc1ccc(Cl)c(Cl)c1
→ -7	-7
O=C(Nc1cccc(-c2nc3ccccc3[nH]2)c1)c1ccc(Br)o1
→ 102*	25
COc1cc(NC(=O)CN2C(=O)C(c3ccc(C(C)(C)C)cc3)=NC2(C)C)cc(OC)c1
→ -6	11
O=C(Nc1ccc(-c2nc3ccccc3o2)c(O)c1)c1ccc([N+](=O)[O-])o1
→ 1	14

Next part
Results follow in this order: Pf apPOL block	mHTT CaM bind
N#CC1=C(N)Oc2cc(N)ccc2C1c1ccc(Br)s1 (stereo not drawn)
→ 2	16
O=C(Nc1ccc(Cl)cn1)c1cccc(Br)c1
→ -3	-15
CC(=O)N1c2c(cc(Br)cc2S(=O)(=O)NCCN2CCC(C)CC2)CC1C (stereo not drawn)
→ -5	2
Cc1ccccc1NC(=O)Cn1c(C(C)C)nc2c(c1=O)CCN(Cc1ccccc1)C2
→ 7	-3
CN(C)C(CNC(=O)NCc1ccc(Cl)cc1)c1cccn1C (stereo not drawn)
→ -7	0
O=C(/C=C/c1ccccc1)Nc1nnc(CSCc2ccccc2F)s1
→ -52	5
CC1CN(C(=O)COc2ccc(F)cc2)CC1c1nc(-c2ccncc2)no1 (stereo not drawn)
→ 1	6
COc1ccccc1NC(=O)C1=C(C)Nc2sc(C#N)c(N)c2C1c1ccco1 (stereo not drawn)
→ -5	24
COc1cncc(C(=O)Nc2ccccc2C(F)(F)F)c1
→ -3	2
CCC(=O)N1c2ccccc2-c2nnc(SC)nc2OC1c1ccccc1OC (stereo not drawn)
→ -53	7
O=C(C1CCCC1)N1CC(c2nc(-c3ccccc3)no2)C2(CCOCC2)C1 (stereo not drawn)
→ -6	11
O=S(=O)(Nc1ccc(Cn2cncn2)cc1)c1ccc(F)c(Cl)c1
→ -3	-4
Cc1nn(C)c2nc(Cl)c(-c3ccc(Cl)cc3)nc12
→ -6	-4
CC1CC(=O)C2CCCCC2S1 (stereo not drawn)
→ nt	-3
COc1ccc(N2CCN(CCNC(=O)c3ccc(S(=O)(=O)N(C)C)cc3)CC2)cc1
→ -13	-6

A stretch from the list above, as a working copy:
Results follow in this order: Pf apPOL block	mHTT CaM bind
N#CC1=C(N)Oc2cc(N)ccc2C1c1ccc(Br)s1 (stereo not drawn)
→ 2	16
O=C(Nc1ccc(Cl)cn1)c1cccc(Br)c1
→ -3	-15

(next part)
Results follow in this order: Pf apPOL block	mHTT CaM bind
CC(C)CC(=O)N1CCCC(c2ccnc(-c3ccccc3)n2)C1 (stereo not drawn)
→ -5	16
N=c1c(C(=O)NC2CCCC2)cc2c(=O)n3ccccc3nc2n1CCN1CCOCC1
→ 3	-5
COc1ccc(/C=C2\CC/C(=C\c3ccc(OC)cc3OC)C2=O)c(OC)c1
→ -6	31
COc1cccc(C(=O)Nc2cc(OC)ccc2OC)c1
→ -5	3
